# Assay outcomes (PubChem BioAssay)
# T cell modulator: T cell immune modulation candidate. 2C CD8+ T cell-vesicle binding, flow cytometry; hits give low values. calls only at 7 µM. 330,000 tested, 0.068% active;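 active means response, share of CD8 T cells binding vesicles, and their 90th percentile fluorescence all below set limits, cut at about 80% in these data, passing the limit was not always enough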
#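 Also added: QL9-peptide-loaded Drosophila micro-vesicles bearing Ld, ICAM-1 and B7-1; Test system: purified 2C TCR transgenic mouse naive CD8+ T cells; Measured by: cytometric PE anti-B7-1 and Alexa647 anti-CD8 signals after 1% paraformaldehyde fixation; Timing: binding step 1.5 h, 37 °C, antibody labelling 20 min, ice.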
# PMI inhibition: human PMI inhibitors, high substrate, primary screen, biochemical, fluorescence intensity, high mannose 6-phosphate (AID 1220). recombinant PMI enzyme, coupled fluorescence intensity; higher % means a stronger effect. inhibition, % at 20 µM, or IC50 in µM where a hit was titrated. 190,000 tested, 0.66% active
# MT stabilize HCS: microtubule stabilization, imaging screen; AID 2205; % tubulin-high responders, % at 10 µM; 200,000 tested, 0.83% active; HeLa tubulin immunostaining HCS, 24 h; share of cells brighter than vehicle mean+2SD;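 active means plate Z-score above 3 for both tubulin-high and condensed-nucleus cell shares, with cell loss under 80%, at 10 µM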;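 further: anti alpha tubulin signal scored within the nucleus-defined area of each cell; some results filed as inactive read as strong as hits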
# Ins promoter up: MIN6 insulin promoter up-regulation; z-score at 5 µM; 190,000 tested, 0.3% active; MIN6 insulin promoter-GFP reporter, high-content imaging; hits give high values;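 active means z-score above 3 at 5 µM with at least 500 cells counted in the well; inconclusive means wells under 500 cells, flagged as cytotoxic or low count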
# b-catenin transl: beta-catenin nuclear translocation modulation; nuclear translocation activity, % at 5 µM; 190,000 tested, 0.3% active; HeLa beta-catenin nuclear translocation, immunofluorescence imaging; AID 1665;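 active means nuclear translocation activity above 50% at 5 µM, with a well cell count of 50 or more; inconclusive means wells under 50 cells across six images, flagged as toxic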;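 further: per-cell ratio of nuclear to cytoplasmic median beta-catenin stain intensity; plate controls were DMSO negative control for no effect and GSK-3 inhibitor IX positive control for full effect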
#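 Signal – beta-catenin immunofluorescence imaging with DAPI · Test system – human HeLa cell line · Dosing – 5 µM primary single dose, 0.1% DMSO, 0.02–20 µM confirmation series · Measure – % activation, nuclear-to-cytoplasmic median beta-catenin signal ratio per cell · Incubation – 24 h compound exposure at 37°C, 5% CO2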
# Lipid droplet: hepatic lipid droplet formation modulation; AML12 mouse hepatocytes, oleate lipid droplets, BODIPY imaging; inhibition, % at 6.5 µM; 240,000 tested, 0.4% active; AID 1656;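 active means lipid droplet intensity inhibited by at least 50%, with more than 500 cells counted; inconclusive means wells with under 300 cells, treated as cytotoxic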
#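 Material: mouse AML12 hepatocyte cell line, fixed after treatment; Timing: compound with oleate, overnight; Technique: high-content imaging of BODIPY-stained droplets and DAPI nuclei; Probe or stimulus: oleate, 100 µM final; Dosing: compound at 6.5 µM only.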
# Autophagy mod: autophagy modulation, high-content screen. MEF GFP-LC3 puncta imaging; test concentration mostly 10 µM. calls only at 10 µM (by protocol). 190,000 tested, 0.98% active. AID 463193;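 active means percentage of spot-positive cells more than 3 SD above its plate mean, without a fluorescence outlier flag or 80% toxicity; inconclusive means no clear call, values can overlap the other calls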;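 further: spot-positive cell cutoff set from DMSO-treated cells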
# PMI inhibitors: inhibitors of human PMI, primary screen, biochemical, fluorescence intensity, coupled assay (AID 1209) | purified PMI enzyme, coupled fluorescence intensity; higher % means a stronger effect | inhibition, % at 20 µM; hits with a dose series show IC50 in µM | 190,000 tested, 0.42% active;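 further: plate controls were DMSO vehicle for no effect and wells lacking substrate for full effect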
# TNAP activation fold: human TNAP enzyme activators, primary screen, biochemical, luminescent, no phosphate acceptor, uHTS (AID 1001) | purified TNAP, luminescent activation assay, no phosphate acceptor; higher activation fold means a stronger effect | activation fold at 20 µM; hits with a dose series show EC50 in µM | 200,000 tested, 0.03% active; in the data active means activation fold from about 3, or a potency from the dose series; inactive means the rest, 99 in 100 with activation fold below about 1.6; further: many of its hits are not listed in these tables
# Ins promoter up cell count: recorded beside Ins promoter up, whose call it bears; cell count; measured here: cytotoxicity, nuclei count;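 total cells summed across four imaged fields per well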
# Lipid droplet cells 6.5 µM: further read-out of Lipid droplet, marked with its call; cell count; measured here: cell count, cytotoxicity flag;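 cells counted across two imaged fields per well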
# b-catenin transl cell count 5 µM: further read-out of b-catenin transl, marked with its call; cell count; measured here: cell count, cytotoxicity flag
# T cell modulator vesicle-bound %: recorded beside T cell modulator, whose call it bears; double positive events, %; measured here: CD8+ vesicle-bound cell fraction;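 binding gate set so that unloaded-vesicle control wells show 10% double positive cells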
# MT stabilize HCS Hoechst-high %: further read-out of MT stabilize HCS, marked with its call; % Hoechst-high responders; measured here: nuclear condensation Hoechst responders;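 share of cells brighter than vehicle mean plus two SD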
# MT stabilize HCS cytotoxicity %: also measured in MT stabilize HCS; calls as there; toxicity, %; measured here: cytotoxicity by cell density;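 0% = mean cell density of plate MIN control wells and 100% = no cells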
# Autophagy mod cell loss 18 h: also measured in Autophagy mod; calls as there; toxicity, %; measured here: cell loss, nuclei count;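 cell loss after 18 h compound exposure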
# Active calls of the source: *; i = inactive; ? = inconclusive; . = no result given; + = active, no number. Unless noted, no stated cut-off is given here; in the data, active means inhibition above about 50%; inactive means the rest.
SMILES,T cell modulator,T cell modulator vesicle-bound %,PMI inhibition,MT stabilize HCS,MT stabilize HCS Hoechst-high %,MT stabilize HCS cytotoxicity %,Ins promoter up,Ins promoter up cell count,b-catenin transl,b-catenin transl cell count 5 µM,Lipid droplet,Lipid droplet cells 6.5 µM,Autophagy mod,Autophagy mod cell loss 18 h,PMI inhibitors,TNAP activation fold
CCOC(=O)c1cnc2ccc(C(=O)OC)cc2c1NCCc1ccc(OC)c(OC)c1,i,52,-7%,2.4,3.2,3.4,-0.34,1324,0.0,1150,-38,545,i,-8,6%,1.1
O=C(O)c1cccc(-n2nnnc2SCc2ccccc2Cl)c1,i,46,2%,3.9,2.1,3.5,-0.16,1376,-2.0,1030,1,700,i,-51,-2%,1.1
CO/N=C/c1cccn1-c1nccc(OC)c1C#N,i,34,-4%,3.7,2.5,20,-1.3,1449,-0.4,1224,5,747,i,-18,1%,1.1
CCn1c(SCc2nc3ccccc3c(=O)[nH]2)nnc1-c1ccncc1,i,15,-6%,1.7,1.8,11,-0.37,997,-2.2,1236,-10,732,i,5,-7%,1.1
COc1cccc(-c2nc(C=O)cs2)c1,i,57,-6%,5.9,2.9,6.3,-0.17,1397,-1.6,1124,0,678,i,-16,-10%,1
COc1cccc2cc(/C(C)=N/Nc3nc(-c4cc(C)ccc4C)cs3)c(=O)oc12,i,34,-85%,2.6,2.0,0.4,-0.73,1801,0.5,1087,-7,657,i,7,-49%,0.9
Cc1sc2ncnc(SCC(=O)c3cccs3)c2c1C,i,48,14%,3.4,2.9,8.5,1.3,1180,.,.,-5,750,i,0,14%,1.1
O=C(Nc1ccc2c(c1)OCO2)C1CCCCN1S(=O)(=O)c1ccccc1 (stereo not given),i,39,9%,2.2,1.9,10,0.26,811,.,.,.,.,i,-1,20%,1.2
Cn1c(SCC(=O)Nc2nccs2)nnc1-c1ccco1,i,27,1%,3.5,2.1,5.5,.,.,0.3,1191,8,691,i,-5,-2%,0.6
Oc1ccc(C[C@@H]2CNC(=S)N2CCc2cc(C(F)(F)F)cc(C(F)(F)F)c2)cc1,i,54,.,.,.,.,-0.39,1019,-0.7,1118,-1,713,.,.,.,.
COc1ccc(-c2coc3cc(O)ccc3c2=O)cc1OC,i,53,-5%,5.4,1.7,2.3,1.5,1664,-0.8,946,.,.,i,42,-2%,1.1
Cc1ccc(C(=O)N/C(=C\c2ccc(-c3cc(Cl)ccc3Cl)o2)C(=O)NCc2cccnc2)cc1,i,57,0%,2.0,1.7,7.3,.,.,-4.0,1223,36,730,i,-13,2%,1
Cc1[nH]c2ccccc2c1CN1CCc2ccccc2C1,i,42,1%,0.7,1.0,3.5,?,.,.,.,-39,670,i,10,3%,1.1
CC[n+]1c(/C=C/c2c[nH]c3ccccc23)ccc2cc(C)ccc21,.,.,45%,80*,15*,77*,?,.,37,492,-38,654,+,28*,.,0.4
CC(=O)Nc1ccc(S(=O)(=O)NC2(C(F)(F)F)NC(=O)N(c3ccc(Cl)cc3)C2=O)cc1 (stereo not given),i,36,-8%,2.2,1.7,3.8,0.52,1601,-0.2,1369,.,.,i,-26,-4%,1.1
COc1ccc(-c2cc(CCCC(=O)NCCc3cc(OC)ccc3OC)no2)cc1,.,.,6%,4.3,2.0,3.1,-0.35,1007,-1.1,824,.,.,i,-9,6%,1.1
Cc1ccc(NC2=NC(c3ccccc3)n3c(nc(C)cc3=O)N2)c(C)c1 (stereo not given),i,41,-3%,2.8,2.3,5.8,.,.,.,.,.,.,i,-4,-4%,1.1
CCN=C1S/C(=C\c2ccc(N3CCOCC3)cc2C)C(=O)N1CC,i,22,-1%,3.1,3.3,2.9,-0.3,1256,5.6,868,-5,599,i,-6,8%,1
CCOc1ccc(CN2CCN(S(=O)(=O)c3ccc(NC(C)=O)cc3)CC2)cc1OC,i,56,-4%,2.8,2.7,9.7,-1.9,1075,5.2,1449,.,.,i,12,9%,1.1
Cc1c(NC(=O)c2ccc(F)cc2)c(=O)n(-c2ccccc2)n1C,i,40,3%,1.8,3.8,6.2,0.56,955,.,.,.,.,i,2,10%,1.2
CCOC(=O)N1CCN(C(=O)CCc2c(C)nc3nc(C)nn3c2C)CC1,i,10,7%,1.4,2.3,9.4,1.3,1603,-3.2,1042,.,.,i,12,5%,1.2
CC(=O)c1c(C)[nH]c(C(=O)Nc2ccccc2N2CCOCC2)c1C,i,29,8%,4.1,1.9,6.5,-0.04,1582,-3.0,1028,15,691,i,4,-2%,1.1
Cc1ccc(C(=O)Nc2sc(C)c(-c3ccccc3)c2C(N)=O)cc1[N+](=O)[O-],i,53,9%,1.3,2.0,5.0,.,.,0.8,1023,1,637,i,5,11%,1.1
CC(C)C[C@H](NC(=O)c1[nH]cnc1C(=O)N[C@H](C)c1ccccc1)C(=O)OC(C)(C)C,i,16,29%,1.3,0.4,7.7,-0.82,1388,-0.1,1128,-14,716,i,8,32%,1
CCCC(=O)c1ccc(-c2ccccc2)cc1,i,7,10%,2.7,1.5,9.9,-1.7,582,-0.8,1034,0,708,i,11,15%,1
# The listing continues.
SMILES,T cell modulator,T cell modulator vesicle-bound %,PMI inhibition,MT stabilize HCS,MT stabilize HCS Hoechst-high %,MT stabilize HCS cytotoxicity %,Ins promoter up,Ins promoter up cell count,b-catenin transl,b-catenin transl cell count 5 µM,Lipid droplet,Lipid droplet cells 6.5 µM,Autophagy mod,Autophagy mod cell loss 18 h,PMI inhibitors,TNAP activation fold
Cc1ccc(N(CCC#N)C(=O)CSc2ccc3c(c2)OCCO3)cc1,i,4,-3%,2.7,2.0,5.7,-0.51,1600,-2.8,1317,.,.,i,-20,-6%,1.1
CC(=O)Nc1ccc(CN2CCN(CCC(C)C)C(CCO)C2)cc1 (stereo not given),i,42,6%,2.3,1.7,4.8,-0.28,1332,-1.3,1125,23,623,i,24,2%,1.1
COc1ccccc1CNC(=O)C1CC(c2ccccc2[N+](=O)[O-])=NO1 (stereo not given),i,48,9%,4.4,2.6,8.0,.,.,.,.,.,.,i,-32,12%,1
CN(C)C=NC(=O)/C(C#N)=C/c1ccccc1,i,53,49%,2.6,1.2,7.8,-0.3,1105,0.0,1072,9,687,i,-13,9%,1.1
CCSc1nnc(NC(=O)COc2cccc3ccccc23)s1,i,43,-3%,2.0,1.3,8.7,.,.,1.3,1206,10,796,i,-8,-5%,1
CCOc1ccc(S(=O)(=O)NN=C2CCN(C(C)=O)CC2)cc1,i,48,-11%,2.7,1.3,4.3,.,.,-0.5,1103,13,721,i,-32,-53%,1.1
Cc1cc(C(=O)N2CCCC(C(=O)c3cccc(C(F)(F)F)c3)C2)nc(C)n1 (stereo not given),i,48,.,2.7,2.9,8.9,-0.04,1153,-0.2,1533,-19,712,i,-18,.,1
CC1CCc2nn(CC(=O)NCCC3=CCCCC3)cc2C1 (stereo not given),i,62,12%,6.0,2.6,6.1,0.74,1947,-1.4,1158,-8,641,i,-2,9%,1.1
COc1ccc2oc(=O)c(C(=O)Nc3cccc(C)c3)cc2c1,i,68,0%,2.1,1.8,2.7,-0.22,1481,-0.6,998,-2,648,i,5,4%,1.1
COc1ccc(Br)cc1S(=O)(=O)N1CCOCC1,i,20,8%,3.9,3.4,5.2,-0.33,1265,0.3,1037,-1,708,i,-2,9%,1.1
Cc1c(Cl)c([N+](=O)[O-])nn1Cc1ccc(C(=O)NN)o1,i,23,.,.,.,.,1.4,1144,0.3,1315,0,746,.,.,.,.
O=C(/C=C/c1cccc(Cl)c1)NCc1ccccc1,i,62,-3%,2.1,2.0,4.8,0.71,1244,-0.8,1098,-10,685,i,-5,-2%,1.1
CCc1c(C#N)sc(C(N)=O)c1CC,i,18,.,.,.,.,-0.62,1036,2.1,1242,-22,592,.,.,.,.
CN1C(=O)c2ccc(S(=O)(=O)c3ccc(C(=O)O)cc3)cc2C1=O,i,11,4%,2.9,1.6,8.3,-0.11,1905,-3.6,1107,23,653,i,9,4%,1.2
CC(C)CC(NC(=O)c1ccccc1)C(=O)OCC(=O)Nc1ccc(S(N)(=O)=O)cc1 (stereo not given),i,68,19%,2.9,1.7,7.7,-0.29,1509,0.6,955,11,737,i,0,18%,1
COc1ccc(NC(=O)CCC(=O)OCc2ccc(Br)cc2)cc1,i,35,-2%,2.1,3.1,11,-5.1,571,-0.2,553,17,716,i,5,0%,1.1
COc1ccc(-n2c(SCC(N)=O)nc3sc4c(c3c2=O)CCN(C)C4)cc1,i,41,-31%,3.8,3.5,6.8,0.04,1777,-0.7,1069,-30,629,i,1,-15%,1.1
COc1ccc(OC)c(NC(=O)Cn2cc(C#N)c3cc(Br)ccc32)c1,.,.,18%,3.3,2.2,7.1,0.43,1319,-0.9,1041,-21,716,i,2,20%,1.1
CCOC(=O)CC(=O)Nc1c(C)cc(C)cc1C,.,.,-7%,3.6,1.9,7.2,0.73,1077,0.1,1036,-5,555,i,-4,-1%,1
Cc1cccc2cc(CN(CC3CCCO3)C(=O)NC3CCCCC3)c(=O)[nH]c12 (stereo not given),i,53,2%,1.2,1.5,6.0,-1.7,1219,-2.2,938,.,.,i,30,-1%,1.1
C/C(N)=C(/C#N)C(=O)COC(=O)c1cc(S(=O)(=O)N2CCCCC2)ccc1C,i,46,13%,2.8,1.7,6.8,-0.21,1861,1.1,1100,-5,595,i,-2,16%,1.1
CCC1CC(CSc2ncn[nH]2)OC1=O (stereo not given),i,3,5%,2.5,1.3,2.1,-0.43,1596,-1.1,1313,.,.,i,-1,-10%,0.9
